Source: PubChem BioAssay (several laboratories)
VHR inh abs = DUSP3 (human) phosphatase inhibition. actives 0.52% (n = 290,000). recombinant VHR phosphatase, pNPP absorbance. P51452. AID 1654. inhibition, % at 13.3 µM; in the data active = inhibition above about 50%; note: some compounds called inactive have numbers as strong as hits
Target sequence (P51452 whole entry, looked up): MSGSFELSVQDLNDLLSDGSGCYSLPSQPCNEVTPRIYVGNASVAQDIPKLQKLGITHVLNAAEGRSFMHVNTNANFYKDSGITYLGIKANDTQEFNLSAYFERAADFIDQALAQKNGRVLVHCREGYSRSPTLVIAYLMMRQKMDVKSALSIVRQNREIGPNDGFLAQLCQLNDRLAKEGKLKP
SSB-PriA inh = K. pneumoniae PriA-SSBct interaction inhibition | AlphaScreen SSBct-PriA binding, biotinylated peptide | inhibition, % at 33 µM | actives 0.6% (n = 430,000) | AID 1272365; in the data active = inhibition mostly above about 37%, no sharp cut-off; inactive = mostly below about 20%;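 note: plate controls were negative control peptide for no effect and reference peptide for full effect; strong numbers were not always called active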
UGM FP inh = blocks M. tuberculosis UGM enzyme; purified UGM, fluorescence polarization probe displacement; AID 504406; inhibition, % at 10 µM; actives 0.06% (n = 320,000); in the data active = inhibition above about 10%, passing the limit was not always enough
Target sequence (P9WIQ1 whole entry, looked up): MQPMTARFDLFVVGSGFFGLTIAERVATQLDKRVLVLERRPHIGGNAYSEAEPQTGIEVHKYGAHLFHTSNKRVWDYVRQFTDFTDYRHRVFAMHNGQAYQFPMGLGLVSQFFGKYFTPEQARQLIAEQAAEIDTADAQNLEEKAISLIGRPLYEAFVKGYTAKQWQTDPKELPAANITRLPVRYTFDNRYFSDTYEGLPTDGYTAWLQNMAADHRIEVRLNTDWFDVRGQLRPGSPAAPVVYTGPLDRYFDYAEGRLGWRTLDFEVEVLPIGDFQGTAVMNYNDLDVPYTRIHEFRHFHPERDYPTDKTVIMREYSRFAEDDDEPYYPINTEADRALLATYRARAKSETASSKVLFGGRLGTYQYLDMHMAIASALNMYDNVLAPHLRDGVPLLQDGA
GDH-TPI inh = inhibits GDH-TPI coupling enzymes, artifact for Mtb FBA screen; actives 1.2% (n = 360,000); AID 588335; inhibition, % at 4.8 µM; GDH-TPI coupled enzyme counterscreen, NADH absorbance; in the data active = inhibition above about 30%;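 note: 0% = DMSO wells and 100% = wells lacking the enzyme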
Mtb FBA inh = Mtb fructose-bisphosphate aldolase inhibition; inhibition, % at 1 µM; actives 2.3% (n = 360,000); purified M. tuberculosis FBA, fluorescence read-out; P9WQA3; in the data active = inhibition above about 27%;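 note: 0% = vehicle and 100% = reference inhibitor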
Target sequence (P9WQA3 whole entry, looked up): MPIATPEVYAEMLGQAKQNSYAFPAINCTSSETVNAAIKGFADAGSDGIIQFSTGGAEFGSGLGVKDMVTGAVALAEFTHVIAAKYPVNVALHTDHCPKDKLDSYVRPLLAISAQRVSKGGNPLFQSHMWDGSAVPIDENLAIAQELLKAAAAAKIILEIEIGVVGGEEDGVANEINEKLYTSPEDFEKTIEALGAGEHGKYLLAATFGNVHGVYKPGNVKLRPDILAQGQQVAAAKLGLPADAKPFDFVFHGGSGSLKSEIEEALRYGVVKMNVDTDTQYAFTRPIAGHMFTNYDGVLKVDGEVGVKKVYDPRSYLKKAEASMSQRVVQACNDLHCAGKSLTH
BH1578 lux ind = inducers of Vibrio cholerae quorum light production without autoinducers. V. cholerae BH1578 lux reporter, luminescence, 6 h. activation, % at 18.7 µM. actives 0.16% (n = 350,000); in the data active = activation mostly above about 9.7%, no sharp cut-off; note: not every result past the cut was called active; inactives centre near 0; reference of the scale not given here
Mtb BioA inh = blocks M. tuberculosis BioA enzyme activity. inhibition, % at 9.99 µM. actives 0.096% (n = 360,000). purified M. tuberculosis BioA enzyme, plate reader; in the data active = inhibition above about 40%
MazF activator = increases E. coli MazEF RNase cleavage of RNA; P0AE70; FAM/BHQ RNA-DNA oligo cleavage fluorescence, 5 h; activation, % at 20 µM; actives 0.32% (n = 350,000); in the data active = activation above about 50%
Target sequence (P0AE70 whole entry, looked up): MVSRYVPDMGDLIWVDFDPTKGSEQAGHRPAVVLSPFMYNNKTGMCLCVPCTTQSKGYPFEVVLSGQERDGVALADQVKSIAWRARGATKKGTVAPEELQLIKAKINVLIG
SARS 3CLpro inh = SARS-CoV 3CLpro protease inhibition; P0C6X7; actives 0.14% (n = 290,000); recombinant SARS-CoV 3CLpro, quenched FRET peptide cleavage; inhibition, % at 6 µM; in the data active = inhibition above about 12%
Rv3671c protease = inhibitors of M. tuberculosis serine protease Rv3671c; P9WHR9; inhibition, % at 5.96 µM; actives 0.048% (n = 320,000); AID 2606; in the data active = inhibition above about 38%;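 note: extracellular domain of Rv3671c used as enzyme; 0% = enzyme with DMSO and 100% = no enzyme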
* = called active by the depositor; i = inactive; x = not tested or not shown; & = joins results of further samples.

No.	Molecule	SARS 3CLpro inh	Mtb FBA inh	VHR inh abs	SSB-PriA inh	Mtb BioA inh	GDH-TPI inh	MazF activator	UGM FP inh	BH1578 lux ind	Rv3671c protease
1	O=C(NC1CCc2ccccc21)C12CN(Cc3ccccc3)CC1C(c1cccc([N+](=O)[O-])c1)=NO2 (centres undefined)	2	4	18	24	-0.9	18	-6	-2.0	-8.3	-4
2	Cc1ccc(C(=O)O/N=C(\N)Cc2ccc([N+](=O)[O-])cc2)c(Cl)c1	-2	0	17	i	x	-6	5	3.0	-0.5	0
3	C=CCN(C(=O)CNC(=O)c1ccco1)C(C(=O)NC1CCCCC1)c1ccc(OC)cc1 (centres undefined)	-3	0	-5	-4	-0.9	-6	1	1.7	7.1	5
4	Cc1ccc(C2C3=C(CCCC3=O)N=C3c4ccccc4C(=O)C32)cc1 (centres undefined)	-2	-11	2	8	15	0	6	-2.3	-0.2	8
5	CCOC(=O)c1sc(NC(=O)CN2C(=O)NC3(CCCCCCC3)C2=O)c(C(=O)OCC)c1C	2	4	7	-2	-2.5	-7	2	-2.4	-0.7	-7
6	COc1ccccc1/C=N/N1C(=O)c2cccc3cccc(c23)C1=O	-2	3	22	x	-0.5	34*	0	2.0	-0.2	3
7	CC(C)(C)CC(=O)Nc1ccc(C(N)=O)cc1	2	1	36	-8	-0.7	4	8	-1.1	x	-2
8	OC1CC2CCC(C1)N2CCCN1c2ccccc2Sc2ccc(Cl)cc21 (centres undefined)	x	-2	x	14	3.9	-8	21	x	i	x
9	COCCNc1nc(SCC(=O)N2CCN(c3ccccc3)CC2)nc2ccccc12	0	1	18	12	x	7	4	-1.3	-0.4	6
10	CCOC(=O)c1c(NC(=O)COc2cccc3c2CCN(C)C3=O)sc2c1CCC2	4	15	-14	-2	x	12	-7	0.1	-0.1	-1
11	COc1ccc(CC(=O)NNC(=S)Nc2ccccc2)cc1Br	-2	4	-12	2	-1.0	-1	4	1.5	6.7	-2
12	C/C(=N\NC(=S)NC(C)C)c1ccc(-n2ccnc2)cc1	1	-1	6	x	1.1	19	0	-1.2	1.0	8
13	Cc1ccc(S(=O)(=O)N2CCC[C@H]2C(=O)OCC(=O)N2c3ccccc3NC(=O)C2(C)C)cc1	x	-2	x	-2	-0.4	1	6	x	-0.3	x
14	Cc1c(C)c2ccc(OCC(=O)Nc3cccnc3)cc2oc1=O	-3	22	-9	-6	0.7	19	5	1.0	-0.3	1
15	Cc1ccccc1CNC(=O)C1CCN(c2nnc(N3CCCC3=O)s2)CC1	3	5	21	-10	-0.1	-9	9	1.1	-0.3	1
16	COc1ccc(CC(=O)N(C)c2ccccc2)cc1S(=O)(=O)N1CCOCC1	x	-1	x	x	-0.8	-4	-3	x	-0.1	x
17	CCOC(=O)/C(C#N)=C\c1cc(C)n(-c2ccccc2)c1C	-1	-1	10	-20	0.0	8	-5	-1.2	-0.4	3
18	CC(C)Cn1ccc(=O)n(CC(C)C)c1=O	-2	7	-17	-9	-1.1	1	-1	1.5	-0.4	-14
19	O=C(CSc1nnc(CNC(=O)c2ccco2)o1)Nc1ccc(Br)cc1	-3	2	-12	8	-2.7	7	1	-0.4	0.5	8
20	CC(C)c1ccc(N2C(=NC(=O)C3CCCO3)SC3CS(=O)(=O)CC32)cc1 (centres undefined)	-3	1	66	-12	0.1	-4	-88	-2.7	-0.6	-21
21	Cc1onc(-c2ccccc2)c1C(=O)N1CCN(S(=O)(=O)c2ccc3c(c2)OCCO3)CC1	-2	2	24	-1	0.4	-1	-5	2.6	i	-11
22	CCCSc1nc(C)c(CC(=O)O)c(=O)[nH]1	-4	4	26	-10	6.8	2	1	-4.9	-2.8	-1
23	CC(C(=O)Nc1ccc(Cl)cc1Cl)N1C(=O)NC2(CCCC2)C1=O (centres undefined)	-1	-1	-7	-2	0.8	-4	0	3.8	-0.2	4
24	CCOC(=O)C1(Cc2ccccc2)CCN(Cc2cnn(CC)c2)CC1	0	-2	-5	-4	-1.6	0	6	2.3	-2.3	-3
25	CCNc1nc(Oc2ccc(=O)[nH]n2)nc(SC)n1	0	4	10	-10	-0.6	4	1	-0.5	i	7
26	CCOC(=O)CNC(=O)CN1C(=O)CC(c2ccccc2)S(=O)(=O)c2ccccc21 (centres undefined)	1	-4	-12	-9	-1.0	-3	-10	-0.7	-0.5	-8
27	O=C(COC(=O)c1cc[n+]([O-])cc1)Nc1ccccc1Sc1ccccc1	1	0	14	6	26	1	6	2.1	i	-1
28	Cc1noc(C)c1COC(=O)c1cccc(S(=O)(=O)N2CCCCCC2)c1	3	0	19	-19	0.7	8	-14	-0.7	i	-1
29	O=C(NCCCO)Nc1ccc2nc(-c3ccco3)c(-c3ccco3)nc2c1	4	x	16	x	x	x	x	-0.7	x	25
30	Cn1c(N)c(C#N)c(-c2ccccc2)c(C#N)c1=O	x	0	x	x	1.5&-1.3	30	x	x	i	x

Of the compounds above, three contain a Cl atom.
No.	Molecule	SARS 3CLpro inh	Mtb FBA inh	VHR inh abs	SSB-PriA inh	Mtb BioA inh	GDH-TPI inh	MazF activator	UGM FP inh	BH1578 lux ind	Rv3671c protease
2	Cc1ccc(C(=O)O/N=C(\N)Cc2ccc([N+](=O)[O-])cc2)c(Cl)c1	-2	0	17	i	x	-6	5	3.0	-0.5	0
8	OC1CC2CCC(C1)N2CCCN1c2ccccc2Sc2ccc(Cl)cc21 (centres undefined)	x	-2	x	14	3.9	-8	21	x	i	x
23	CC(C(=O)Nc1ccc(Cl)cc1Cl)N1C(=O)NC2(CCCC2)C1=O (centres undefined)	-1	-1	-7	-2	0.8	-4	0	3.8	-0.2	4

Continuation:
No.	Molecule	SARS 3CLpro inh	Mtb FBA inh	VHR inh abs	SSB-PriA inh	Mtb BioA inh	GDH-TPI inh	MazF activator	UGM FP inh	BH1578 lux ind	Rv3671c protease
31	Cc1ccc(Sc2ccc(S(=O)(=O)Nc3ccc(CC(=O)O)cc3)cc2)cc1C	x	-1	x	-2	3.3	6	-13	1.3	i	-9
32	CCOc1ccc2[nH]c(=O)c(CN(CCCN3CCOCC3)Cc3nnnn3Cc3ccc(OC)cc3)cc2c1	5	12	16	5	x	2	0	3.1	-0.4	1
33	Cc1cn([C@H]2C[C@H](N=[N+]=[N-])[C@@H](CO)O2)c(=O)[nH]c1=O	-3	-2	16	1	-1.0	6	7	-5.3	35*	-4
34	COc1ccc(C2=NS(=O)(=O)N(C)C(C(=O)N3CCc4ccccc4C3)=C2)cc1OC	6	-3	6	-13	0.2	20	2	-2.8	-0.2	0
35	CN(C)S(=O)(=O)N1CCN(C(=O)N2CCOCC2)CC1	4	0	-23	7	1.0	-4	2	1.4	i	-5
36	CCN1CCN(c2ccc(S(=O)(=O)N3CCCCC3)cc2NC(=O)c2cccc(C(F)(F)F)c2)CC1	x	2	x	7	-0.5	10	6	x	-1.2	-2
37	CCC1(c2ccccc2)NC(=O)N(CC(=O)Nc2cc(S(=O)(=O)N3CCCCC3)ccc2OC(C)C)C1=O (centres undefined)	x	0	x	-11	-0.4	5	2	2.8	-0.3	2
38	CCn1cc(CNC(=O)c2ccc3nc(Cc4ccccc4F)oc3c2)cn1	-5	-3	2	6	1.1	-7	6	1.2	-0.3	2
39	NNC(=O)c1ccc(CSc2n[nH]c(=O)[nH]c2=O)cc1	2	-3	22	2	-0.7	25	-6	-0.3	-0.7	-10
40	Cn1c(Nc2cccc(Cl)c2)nc2ccccc21	3	4	-4	2&-9	6.8	15	-1	3.0	i	-4
41	COc1cc(C2CC(c3cccs3)=NN2C(=O)CCl)ccc1OC(F)F (centres undefined)	56*	7	34	-8	-14	9	0	0.6	i	-4
42	C[C@H](CO)N1C[C@H](C)[C@@H](CN(C)Cc2ccc(C(=O)O)cc2)Oc2c(NS(=O)(=O)c3ccccc3)cccc2C1=O	x	-3	x	-3	0.4	6	1	2.8	-0.3	0
43	COc1ccccc1/C=N/NC1=NCCCCC1	-1	-2	10	x	-0.8	18	-5	0.4	-0.4	-6
44	Nc1scc2c(C(=O)O)nn(-c3ccccc3)c(=O)c12	x	4	x	-10	-0.6	12	0	-1.2	-0.3	-8
45	Cn1cc(SCC(=O)NCC2CCCO2)c2ccccc21 (centres undefined)	x	0	-13	-3	0.6	6	5	-1.4	-0.2	-11
46	Clc1ccc(-n2nnnc2-c2ccccc2)cc1	1	1	4	-11	-0.8	20	8	2.6	-0.2	-5
47	CN(C)c1ccc(/C=N/NC(=O)c2ccc3c(c2)OCO3)cc1	1	5	40	x	-1.2	42*	4	1.7	-8.3	x
48	Cc1cccc(NC(=O)C2CCN(S(=O)(=O)c3cccs3)CC2)c1	0	0	40	-1	2.3	-9	3	-1.4	i	-2
49	O=C(NC1CCCCC1)C1CCN(C(=O)c2ccccc2Cl)CC1	-2	0	2	7	2.2	3	10	-1.5	-0.5	2
50	O=C(N/N=C/c1ccc([N+](=O)[O-])o1)c1cn(-c2ccccc2)nc1-c1ccc(Cl)cc1	-1	-1	13	x	-0.1	12	9	-1.1	i	-9
51	COc1ccccc1NC(=S)NCCc1ccc(OC)c(OC)c1	0	9	31	11	-0.7	14	-1	0.1	7.7	-2
52	COc1ccc(OC)c(C(=O)c2oc3ccccc3c2NC(C)=O)c1	-1	-4	30	-3	x	14	-5	-1.1	11	-13
53	CCN(CC)C(=O)[C@H]1C[C@H](CC(=O)NC(C)(C)C)C(=O)N2CCc3c([nH]c4cc(-c5ccco5)ccc34)[C@]12C	x	38*	x	-12	-0.6	8	5	x	-0.2	x
54	O=C(N/N=C/c1cc2c3c(c1O)CCCN3CCC2)c1ccccc1O	3	-2	8	x	x	3	-32	x	-0.3	x
55	O=C(COC(=O)c1c(F)cccc1F)NCCNC(=O)COC(=O)c1c(F)cccc1F	1	-1	49	-17	-3.3	-9	6	-0.8	-0.5	12
56	CCCNC(=S)N(Cc1cc2cc(C)ccc2n2nnnc12)CC(C)(C)CN(C)C	-4	-1	37	-4	-1.0	-1	6	1.9	0.7	-2
57	Fc1ccc(CN2CCN(c3ncnc4scc(-c5ccccc5)c34)CC2)cc1	3	7	x	12	-5.0	3	-16	-0.8	-0.6	-8
58	c1ccc(Cc2noc(CN3CCN(CCOc4ccccc4)CC3)n2)cc1	-1	-3	8	-8	x	5	-15	-3.5	-1.5	-16
59	N=C1c2ccccc2CN1c1cccc([N+](=O)[O-])c1	2	0	24	1	x	2	9	0.1	-0.3	4
60	O=C(O)c1cc(-c2ccco2)nc2ccc(Br)cc12	-3	-4&23	10&18	3	-2.2	3&25	-20&-1	1.8	0.5&-1.7	-5&0
61	COc1ccc(/C(N)=N/OC(=O)c2ccc([N+](=O)[O-])c(C)c2)cc1OC	4	0	12	x	-1.3	5	0	1.3	-0.3	0
62	COc1cc2[nH]cc(C(=O)NCc3ccccc3)c(=O)c2cc1OC	-4	2	11	0	-0.6	11	-3	-0.2	-0.4	-7
63	Cn1cncc1C#Cc1c(-c2ccsc2)sc2ccccc12	x	8	x	22	0.2	8	2	2.1	i	-7
64	CN(C)CCN1CC(C(=O)O)CC1=O (centres undefined)	2	1	-26	0	-1.5	-6	6	3.5	-0.6	-1
65	Cc1ccc(NCc2ccc(O)c3ncccc23)cc1	6	1	15	33	x	-2	16	0.3	-0.2	2
66	Cc1cc(C(=O)CN2CCCC2)c(C)n1-c1ccc(F)cc1	-5	5	3	8	4.0	1	-12	2.4	-0.1	-5
67	CCN1CCN(C(=O)C2=CC(c3ccc(OC)cc3)=NS(=O)(=O)N2C)CC1	4	2	-6	-9	-0.3	28	7	-1.9	-1.5	2
68	Cc1ccc(Cl)cc1N1CCN(S(=O)(=O)c2cc3c(cc2C)NC(=O)CO3)CC1	3	0	17	4	0.1	-5	-15	-2.0	i	-3
69	CC(C)C(N)c1csc(NC(=O)Nc2cccc(Cl)c2)n1 (centres undefined)	x	-1	x	x	0.8	-6	x	x	-0.9	x
70	Nc1c(Cl)cc(-c2csc(NCCc3nc4cc(Cl)c(Cl)cc4n3CCCO)n2)cc1Cl	-4	4	40	-13	-3.3	15	-12	-1.9	-11	-17

This is a subset; rates above refer to the full screens.
